Screens deposited in PubChem by several laboratories.
Ins promoter up: insulin promoter activators in MIN6 cells, imaging, high-content screening, mouse beta cells; MIN6 insulin promoter-GFP reporter; hits give high values; z-score at 5 µM; hit rate 0.3% among 190,000; AID 1625, 2009;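 active = z-score above 3 at 5 µM with at least 500 cells counted in the well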
Dynein cargo inh: inhibitors of GR-EGFP nuclear translocation, primary screen, dynein cargo transport inhibitor project, imaging, high-content, 3617.4 mouse cells; test concentration mostly 20 µM; stimulated with dexamethasone, 1 µM; hits give low values; z-score, hits read low; AID 1381, 2008; hit rate 0.47% among 220,000;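 active = plate z-score of nuclear minus cytoplasmic receptor signal below a set negative limit, without overly bright fluorescence or cell loss, cut at about -3.5 in these data, passing the limit was not always enough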;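 also: z-score of nuclear minus cytoplasmic ring GR-EGFP intensity difference per well; some compounds called inactive have numbers as strong as hits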
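Buffer or medium – tet-free medium with charcoal-stripped serum · Signal – automated 10x imaging of fixed Hoechst-stained cells · Also added – dexamethasone agonist, 1.0 µM final, for 30 min · Incubation – induction 48 h, compound 1 h, agonist 30 min · Read-out – GR-EGFP nuclear translocation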
Yfh1-depleted yeast: enhancers of respiration in Yfh1-depleted yeast, dose response, Friedreich's ataxia, plus single-dose screen (AID 1465); S. cerevisiae Yfh1-off respiration, WST-1 reduction, 72 h; higher fold induction means a stronger effect; one-dose fold induction at 50 µM; EC50 in µM for titrated hits; hit rate 0.074% among 220,000;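 active = fold induction of absorbance versus untreated yeast above a set limit, then at least 30% activation at any dose in follow-up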;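 also: activators that raise dye reduction in frataxin-depleted yeast; strong numbers were not always called active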
NOD1 NF-kB reporter: NOD1 signaling inhibitors, primary screen, cell-based, luminescence, uHTS (AID 1578) | hit rate 1% among 290,000 | inhibition, % at 4 µM, or EC50 in µM where a hit was titrated | NOD1-driven NF-kB luciferase reporter cells, luminescence; higher % means a stronger effect; in the data active = inhibition mostly above about 36%, no sharp cut-off; inactive = mostly below about 34%;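 also: HEK-293T reporter cells stimulated with the NOD1 agonist gamma-tri-DAP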
MT stabilizer: microtubule stabilizers in HeLa cells, primary screen, imaging, high-content imaging; HeLa tubulin immunostaining HCS, 24 h; share of cells brighter than vehicle mean+2SD; % tubulin-high responders, % at 10 µM; hit rate 0.83% among 200,000;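 active = plate Z-score above 3 for both tubulin-high and condensed-nucleus cell shares, with cell loss under 80%, at 10 µM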;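 also: anti alpha tubulin signal scored within the nucleus-defined area of each cell; some results filed as inactive read as strong as hits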
b-catenin transl: modulators of beta-catenin nuclear translocation, primary screen, imaging, HeLa cells, immunofluorescence, high-content | nuclear translocation activity, % at 5 µM | hit rate 0.3% among 190,000;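 active = nuclear translocation activity above 50% at 5 µM, with a well cell count of 50 or more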;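 also: per-cell ratio of nuclear to cytoplasmic median beta-catenin stain intensity; plate controls were DMSO negative control for no effect and GSK-3 inhibitor IX positive control for full effect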
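Test system: human HeLa cells, native beta-catenin. Compound dosing: 5 µM primary single dose, 0.1% DMSO, 0.02–20 µM confirmation series. Incubation: compound exposure 24 h at 37°C. Detection: beta-catenin immunostaining with DAPI counterstain, 20x imaging, 6 fields/well. Read-out basis: Nuclear/cytoplasmic beta-catenin signal ratio, % activation.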
NOD2 inhibition: NOD2 signaling inhibitors, cell-based, luminescence, uHTS, HEK293 (AID 1566); inhibition, % at 4 µM; hits with a dose series show EC50 in µM; HEK293 NOD2/NF-kB luciferase reporter, luminescence; higher % means a stronger effect; hit rate 0.63% among 290,000; in the data active = inhibition above about 50%; also: many of its hits are not listed in these tables
P. falciparum M17LAP: P. falciparum M17LAP inhibitors, primary screen, biochemical, fluorogenic H-Leu-NHMec substrate, 1536-well (AID 1619) | recombinant M17LAP, H-Leu-NHMec fluorogenic kinetic assay; higher % means a stronger effect | hit rate 0.38% among 220,000 | inhibition, % at 30 µM, or IC50 in µM where a hit was titrated | Leucine aminopeptidase (Plasmodium falciparum (isolate 3D7));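 active = compound inhibiting the enzyme by more than half at any dose during confirmatory dose-response retesting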;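 also: plate controls were full reaction with DMSO carrier for no effect and no enzyme background for full effect; strong numbers were not always called active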
Autophagy mod: autophagy modulators in MEF cells, primary screen, imaging, high-content, MEF GFP-LC3 | MEF GFP-LC3 puncta imaging; test concentration mostly 10 µM | calls only at 10 µM (by protocol) | hit rate 0.98% among 190,000 | AID 463193, 2010;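 active = percentage of spot-positive cells more than 3 SD above its plate mean, without a fluorescence outlier flag or 80% toxicity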;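 also: spot-positive cell cutoff set from DMSO-treated cells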
Dynein cargo inh cytoplasmic EGFP: recorded beside Dynein cargo inh, whose call it bears; z-score; measured here: cytoplasmic GR-EGFP intensity; hits give high values
Dynein cargo inh nuclear GR-EGFP: second read-out of Dynein cargo inh, no call of its own (marks repeat the call); z-score; measured here: nuclear GR-EGFP intensity;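 lower value marks the stronger effect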
Dynein cargo inh cell count: second read-out of Dynein cargo inh, no call of its own (marks repeat the call); z-score; measured here: cell count per field
Ins promoter up cell count: further read-out of Ins promoter up, marked with its call; cell count; measured here: cytotoxicity, nuclei count;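 total cells summed across four imaged fields per well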
b-catenin transl cell count 5 µM: recorded beside b-catenin transl, whose call it bears; cell count; measured here: cell count, cytotoxicity flag
MT stabilizer Hoechst-high %: recorded beside MT stabilizer, whose call it bears; % Hoechst-high responders; measured here: nuclear condensation Hoechst responders;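 share of cells brighter than vehicle mean plus two SD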
MT stabilizer cytotoxicity %: second read-out of MT stabilizer, no call of its own (marks repeat the call); toxicity, %; measured here: cytotoxicity by cell density;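 0% = mean cell density of plate MIN control wells and 100% = no cells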
Autophagy mod cell loss 18 h: recorded beside Autophagy mod, whose call it bears; toxicity, %; measured here: cell loss, nuclei count;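 cell loss after 18 h compound exposure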
Starred values were filed as active, the others as inactive; i = inactive; / = no result given.

SMILES	Ins promoter up	Ins promoter up cell count	Dynein cargo inh	Dynein cargo inh cytoplasmic EGFP	Dynein cargo inh nuclear GR-EGFP	Dynein cargo inh cell count	Yfh1-depleted yeast	NOD1 NF-kB reporter	MT stabilizer	MT stabilizer Hoechst-high %	MT stabilizer cytotoxicity %	b-catenin transl	b-catenin transl cell count 5 µM	NOD2 inhibition	P. falciparum M17LAP	Autophagy mod	Autophagy mod cell loss 18 h
C=C(C)Cn1c(SCC#N)nc2ccccc2c1=O	/	/	-0.269	-0.246	-0.308	0.743	i	-21.2%	3.2	1.7	6.3	/	/	4.6%	-3.9%	i	-10.6
Cc1ccc(C(=O)c2cnc3ccccc3c2-c2ccccc2)cc1	-0.07	1450	1.01	-0.216	1.51	-1.14	i	-13.1%	1.2	1.3	7.3	2.1	1318	50.7%*	-3.8%	i	-22.2
O=c1c2c3c(sc2n(CCN2CCCC2)c(=O)n1Cc1ccco1)CCCCC3	/	/	-0.317	-0.143	0.109	-0.152	i	1.8%	5.6	1.8	9.3	0.3	1000	3.3%	3.3%	i	-0.7
O=c1[nH]c(N2CCN(c3ccccc3)CC2)nc2c1CCC2	0.18	1394	-0.63	-0.278	-0.273	-0.00248	i	-30.3%	1.3	2.3	19.6	-1.1	1051	-6.7%	-3.4%	i	-2.5
CC(=N\O)/C(CN(C)C)=N/O	1.16	1181	-1.38	-0.24	-0.739	1.24	i	24.9%	1.2	1.2	6.2	1.4	1108	11.9%	-4.4%	i	-3.2
COc1cc(/C=C/C(=O)c2c(O)cc(C)oc2=O)cc(OC)c1O	0.24	901	-0.174	-0.125	0.107	0.0755	i	4.5%	2.1	0.9	8.0	/	/	22.6%	23.1%	i	29.9
Cc1c(NC(=O)CSc2ccc3c(c2)OCCO3)c(=O)n(-c2ccccc2)n1C	0	1087	0.653	-0.284	0.255	0.155	i	-4.8%	5.2	2.4	12.8	-5.6	930	7.7%	8.8%	i	6.3
CC1CCCN(C(=O)c2cc(F)c(F)cc2Cl)C1 (stereo not given)	0.15	1289	-0.206	-0.256	-0.474	-0.395	i	-5.7%	3.4	2.5	8.9	/	/	-1.1%	-11.2%	i	1.2
CN(C)/C=N/c1ncc(C(=O)c2ccc3ccccc3c2)s1	0.13	1567	-0.158	-0.172	0.128	-0.215	i	6.2%	0.8	1.5	6.8	1.3	1320	-23.8%	12.4%	i	-2.5
Cc1ccc(C)c(NC(=O)CSc2nnc([C@@H]3CCCN3C(=O)OC(C)(C)C)o2)c1	0.53	1022	0.697	-0.207	0.302	-0.477	i	9.1%	3.4	1.9	3.9	-1.1	1215	5.4%	3.7%	i	-11.2
CCOC(=O)C1CCN(S(=O)(=O)c2ccc(C(=O)OC)cc2)CC1	-1.01	1353	-0.413	-0.362	0.0909	0.379	i	-15.0%	5.2	1.8	9.8	-4.7	1329	9.8%	-16.8%	i	2.6
C=CCOc1ccccc1CNc1ccc2c(c1)OCCO2	-0.2	1275	-0.0165	-0.107	-0.255	0.435	i	58.5%*	2.6	2.6	9.7	-2.0	1082	29.4%	9.7%	i	2.4
COc1cc2c(cc1OC)CN(C(=O)c1ccc3nc[nH]c3c1)CC2	0.11	1140	-0.572	-0.333	-0.344	0.0105	i	-27.7%	17.9*	41.7*	39.6*	82.3*	518*	7.4%	22.4%	i	5.4
CC(=O)c1cccc(NC(=O)c2nccnc2C(=O)O)c1	0.43	1549	-0.498	-0.387	-0.0296	0.345	i	-11.7%	3.3	1.4	2.5	0.6	1470	-2.5%	6.2%	i	17.9
Cc1cc(S(=O)(=O)N2CCN=C2c2ccccc2)c(Cl)cc1Cl	-0.14	1260	-0.125	-0.244	-0.273	-0.633	i	-28.4%	4.4	2.6	0.8	/	/	4.3%	5.5%	i	-9.0
CCOc1ccccc1N1CCN(S(=O)(=O)c2ccc3c4c(cccc24)C(=O)N3)CC1	-0.17	1369	-1.3	-0.182	-0.431	0.17	i	-17.0%	3.4	1.5	9.2	0.5	1069	-13.4%	-12.4%	i	-2.9
O=C(CSc1nc2ccccc2o1)N1c2ccccc2Sc2ccc(C(F)(F)F)cc21	1.52	1382	0.708	-0.197	0.483	-0.802	i	24.1%	2.5	3.1	13.0	2.0	1076	-34.3%	7.7%	i	-1.1
COCC(=O)NC(c1ccccc1)c1ccccc1	-0.99	1271	0.0189	-0.228	0.0338	0.482	i	-12.8%	3.1	2.5	4.0	/	/	10.7%	-1.8%	i	-2.7
COc1ccc(C(=O)Nc2ccc3oc(Cc4ccc(Cl)cc4)nc3c2)cc1OC	-0.86	908	-0.631	-0.13	-0.0816	-0.381	i	28.3%	8.6	1.5	2.4	/	/	24.2%	-2.2%	i	7.5
Cc1ccc(NC(=O)C(=O)NCCCN2CCOCC2)c(C)c1	0.39	959	0.429	-0.257	0.791	0.452	i	8.5%	/	/	/	-0.7	1358	17.5%	8.3%	/	/
CC1=C(C(=O)OCc2ccccc2)C(c2cccnc2)c2c(n(C)c(=O)n(C)c2=O)N1 (stereo not given)	-0.2	1411	0.508	-0.24	-0.151	-0.484	i	8.6%	1.4	1.7	7.7	0.2	1391	6.7%	12.8%	i	0.9
Cc1cccc(OCc2nnc(SCC(=O)Nc3cccc(C(=O)N4CCOCC4)c3)n2C)c1C	-0.28	1253	0.829	-0.155	0.067	-0.365	i	-23.7%	3.5	4.1	15.4	-1.5	573	-5.2%	26.0%	i	0.4
COc1ccc(N2CCN(C(=O)c3cc(=O)[nH]c4ccccc34)CC2)cc1	-0.11	1198	1.58	-0.363	0.64	-0.653	i	-25.2%	1.5	2.8	3.4	-2.5	1158	13.9%	8.3%	i	-3.5
Cc1cn(C2OC(COC(=O)c3ccccc3)C(OC(=O)c3ccccc3)C2OC(=O)c2ccccc2)c(=O)[nH]c1=O (stereo not given)	-1.58	732	0.7	-0.241	0.131	-0.805	i	-1.5%	3.8	1.2	11.8	-0.2	1149	-0.9%	-13.8%	i	-8.6
Cc1ccc(-c2cc(C(=O)O)c3sc(N4CCCCC4)nc3n2)cc1	0	1239	0.863	-0.202	0.552	-0.928	i	-5.3%	2.2	2.1	8.9	-3.0	533	3.9%	-76.4%	i	1.4
Cc1cc(=O)n2[nH]c(NCc3ccccc3F)nc2n1	-0.59	1122	0.463	-0.0908	0.419	-0.444	i	-54.0%	3.2	1.3	6.3	-1.1	1076	6.9%	-9.5%	i	21.6
O=C(NC1CCCCCC1)c1cccnc1Sc1ccc(Cl)cc1	/	/	0.253	-0.188	0.0299	-0.548	i	-16.5%	4.6	1.7	7.7	-0.7	985	-10.0%	17.8%	i	14.0
CCOC(=O)c1c(NC(=O)C(=O)N/N=C/c2ccccc2OC)sc2c1CCCCC2	-0.04	1375	0.425	-0.226	0.0188	-0.334	i	7.6%	5.9	2.5	4.4	2.8	1078	23.3%	-5.5%	i	-10.5
COCc1nnc(NC(=O)c2ccccc2Oc2ccccc2)s1	-0.52	1526	-0.506	-0.322	-0.268	0.796	i	-14.9%	2.3	1.4	10.0	-1.5	1130	8.1%	27.0%	i	-31.9
CCCN(C(=O)c1ccco1)c1nnc(-c2cccc(C)c2)s1	-0.03	783	0.631	0.0429	0.923	-0.329	i	-40.9%	2.8	2.3	9.0	1.0	1029	-8.0%	/	i	2.3
Cc1c(Cl)c([N+](=O)[O-])nn1CCCC(=O)Nc1cc(Oc2ccccc2)cc([N+](=O)[O-])c1	-0.31	1487	-0.274	-0.0977	-0.133	-0.828	i	-23.3%	4.0	1.1	9.3	2.6	1131	-40.1%	-27.1%	i	-41.7
CCCCCC(=O)N/N=C/c1cc(Br)c(O)c(OC)c1	0.43	1240	1.01	-0.234	0.733	-1.43	i	-5.1%	6.5	3.2	3.1	/	/	14.1%	15.6%	i	-8.6
CCOC(=O)c1cnc2cc(C)ccn2c1=O	0.04	1274	-0.581	-0.217	-0.13	0.0439	i	18.2%	2.1	2.5	5.7	0.2	980	5.4%	-39.6%	i	7.7
Cc1nc(C)c(-c2csc(Nc3cccc(O)c3)n2)s1	-2.17	1256	0.614	-0.143	0.221	0.185	i	-36.5%	7.2	9.9	8.6	1.0	1019	-274.4%	-5.0%	i	18.6
Cn1nnnc1SCC(=O)Nc1nc(-c2ccccc2)c(-c2ccccc2)o1	1.59	1239	0.379	-0.139	0.605	-1.51	i	-19.3%	4.7	2.7	6.5	/	/	21.1%	1.1%	i	-14.8
CNC(=S)N1CCN(CCNC2=CC(=O)CC(C)(C)C2)CC1	-0.34	1572	-0.742	-0.068	-0.357	1.04	i	-29.8%	1.5	0.9	5.3	-1.7	1127	11.5%	4.2%	i	-39.6

A portion of the library; the hit share may differ from the screen's.
